Screens deposited in PubChem BioAssay by several laboratories.
SIAH1 antagonists: blockers of Siah-1 interaction with plectin peptide – biochemical, fluorescence polarization, rhodamine-plectin, uHTS, primary screen (AID 1817); 0.02% of 290,000 active; displacement, % at 20 µM; hits with a dose series show IC50 in µM; Siah-1 / rhodamine-plectin peptide fluorescence polarization; higher % means a stronger effect;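 active means displacement of at least 50% at 20 µM, with a fluorescence ratio check between 0.3 and a set limit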;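 further: plate controls were Siah plus tracer with DMSO for no effect and tracer alone without Siah for full effect; strong numbers were not always called active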
Salmonella PhoP GFP: inhibitors of PhoP regulon expression, primary screen, Salmonella Typhimurium, GFP reporter (AID 1863) | one-dose inhibition, % at 50 µM; IC50 in µM for titrated hits | S. Typhimurium PhoP-regulated promoter GFP reporter, 4 h; higher % means a stronger effect | 0.16% of 300,000 active;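 active means inhibition over 29.93%, a cutoff 3 SD above the screen mean, later confirmed by dose response; inconclusive means inhibition over 29.93% but no dose response follow-up; inactive means inhibition at most 29.93% or unconfirmed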;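 further: 0% = low Mg2+ inducing control and 100% = high Mg2+ repressing control; strong numbers were not always called active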
Yfh1-off respiration: enhancers of respiration in Yfh1-depleted yeast, dose response, Friedreich's ataxia, plus single-dose screen (AID 1465); S. cerevisiae Yfh1-off respiration, WST-1 reduction, 72 h; higher fold induction means a stronger effect; fold induction at 50 µM, or EC50 in µM where a hit was titrated; 0.074% of 220,000 active;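 active means fold induction of absorbance versus untreated yeast above a set limit, then at least 30% activation at any dose in follow-up; inconclusive means repeats straddling the limit, or above it without dose testing; inactive means fold induction below the set limit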;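 further: activators that raise dye reduction in frataxin-depleted yeast; strong numbers were not always called active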
West Nile virus CPE: West Nile virus antiviral activity, cell-based, CPE readout (AID 1621); CPE inhibition, % at 10 µM; hits with a dose series show IC50 in µM; West Nile virus-infected cells, CPE inhibition; higher % means a stronger effect; 0.02% of 290,000 active; in the data active means a potency from the dose series; inconclusive means CPE inhibition mostly from about 3.7% at the one dose, without a potency; inactive means the rest, 99 in 100 with CPE inhibition below about 2.2%; further: strong numbers were not always called active
P. falciparum M1AAP: P. falciparum M1AAP inhibitors, biochemical, fluorogenic H-Leu-NHMec substrate, 1536-well (AID 1445). 0.42% of 220,000 active. recombinant M1AAP, H-Leu-NHMec fluorogenic kinetic assay; higher % means a stronger effect. inhibition, % at 30 µM; hits with a dose series show IC50 in µM;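 active means primary inhibition above the hit cutoff, then over 50% inhibition at one or more dose response concentrations, cut at about 23% in these data, passing the limit was not always enough; inconclusive means conflicting primary data, or primary hits not chosen for dose response; inactive means low primary inhibition, or under 50% at every dose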;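 further: plate controls were DMSO full reaction for no effect and no enzyme background for full effect; strong numbers were not always called active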
ER stress rescue: protection against thapsigargin-triggered cell killing – 384-well, CSM14.1, ATP luminescence, primary screen (AID 1222); CSM14.1 thapsigargin-induced death rescue, ATP luminescence; higher % means a stronger effect; one-dose cellular ATP content (survival), % at 20 µM; EC50 in µM for titrated hits; 190,000 tested, under 10 active;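 active means EC50 below 50 µM in the dose-response confirmation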;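 further: death triggered by thapsigargin at about 15 µM added after 2 h compound pretreatment; cell ATP read after overnight thapsigargin exposure of roughly 18 to 22 hours; normalized against plate controls of thapsigargin alone and 5% DMSO vehicle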
P. falciparum M17LAP: P. falciparum M17LAP inhibitors, primary screen, biochemical, fluorogenic H-Leu-NHMec substrate, 1536-well (AID 1619); recombinant M17LAP, H-Leu-NHMec fluorogenic kinetic assay; higher % means a stronger effect; 0.38% of 220,000 active; one-dose inhibition, % at 30 µM; IC50 in µM for titrated hits;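 active means compound inhibiting the enzyme by more than half at any dose during confirmatory dose-response retesting; inconclusive means strong single-dose inhibitors picked by rank but not retested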;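 further: plate controls were full reaction with DMSO carrier for no effect and no enzyme background for full effect; strong numbers were not always called active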
XIAP displacement: XIAP antagonists, biochemical, IAP family, fluorescence polarization (AID 1018). XIAP BIR domain, fluorescence polarization peptide displacement; higher % means a stronger effect. displacement, % at 20 µM, or IC50 in µM where a hit was titrated. 0.007% of 200,000 active; in the data active means displacement above about 50%; further: a part of the inactive calls stands beside numbers as strong as those of hits
PMI inhibition: MPI inhibition at elevated mannose 6-phosphate – biochemical, fluorescence intensity, high mannose 6-phosphate, primary screen (AID 1220) | recombinant PMI enzyme, coupled fluorescence intensity; higher % means a stronger effect | one-dose inhibition, % at 20 µM; IC50 in µM for titrated hits | 0.66% of 190,000 active; in the data active means inhibition above about 50%
Numbers without * were called inactive; i = inactive; ? = inconclusive; . = not tested or not shown.

SMILES	SIAH1 antagonists	Salmonella PhoP GFP	Yfh1-off respiration	West Nile virus CPE	P. falciparum M1AAP	ER stress rescue	P. falciparum M17LAP	XIAP displacement	PMI inhibition
S=c1[nH]nc(-c2ccccn2)n1/N=C/c1ccc(Cl)cc1	12%	-12%	i	0.3%	4%	.	1%	.	.
COc1ccc(/C=N/Nc2ccc(C(F)(F)F)cc2[N+](=O)[O-])cc1O	-2%	1%	i	-0.5%	0%	-3.8%	-4%	-0.2%	-2%
CC(=O)c1ccc(NC(=O)CSc2nccn2C)cc1	1%	-9%	i	0.6%	5%	.	-3%	.	.
Cc1ccc(C(=O)Nc2ccc(N3CCCC3)cc2)cc1	-3%	-1%	i	-0.7%	13%	-1.8%	-4%	-14%	17%
COc1cc(OC)cc(-c2nc(-c3ccccc3OC)no2)c1	-1%	1%	i	0.0%	1%	0.1%	5%	-7.2%	-5%
COC(=O)C(C#N)C(c1cccnc1)c1c(C)[nH][nH]c1=O (stereo unspecified)	-3%	-1%	i	-0.3%	8%	-4.2%	7%	-1.5%	6%
O=C(Cc1ccccc1)NCc1ccc(-n2cccc2)cc1	-4%	0%	i	-0.8%	-3%	-1.1%	-9%	-7.1%	2%
S=C(NC1CCCC1)NC1CC1	3%	-12%	i	0.4%	-1%	0.0%	-8%	-5.0%	2%
CC(C)(C)C(=O)NC1(C(F)(F)F)N=C2SCCN2C1=O (stereo unspecified)	1%	-3%	i	0.9%	13%	-2.3%	4%	-5.9%	-2%
Cc1cccnc1NC(=O)Nc1cccc2ccccc12	-5%	20%	i	-0.1%	6%	5.8%	10%	-3.1%	22%
CC1CN(C(=O)c2ccc(C(=O)c3ccccc3)cc2)CC(C)O1 (stereo unspecified)	1%	22%	i	-0.6%	-2%	-0.5%	1%	0.5%	-7%
COc1cc(CNCc2ccccc2C(F)(F)F)cc(OC)c1	10%	-6%	i	-0.6%	8%	-1.6%	-5%	-7.0%	11%
COc1ccc(NC(=O)c2ccc(Oc3ncccn3)cc2)cc1	13%	-7%	i	0.0%	12%	2.3%	4%	-2.0%	1%
COc1ccccc1N1CCN(C2CCN(C(=O)COc3cccc(C)c3)CC2)CC1	18%	4%	i	-0.9%	1%	0.5%	-13%	0.1%	5%
COc1cc(CCC(=O)OCC(=O)Nc2nc(C)c(Cl)cc2Cl)cc(OC)c1OC	1%	-9%	i	0.2%	5%	-0.2%	8%	-4.0%	0%
CC(C)(C)c1ccc(C(=O)NNC(=O)C2CCCCC2)cc1	3%	-7%	i	0.0%	2%	-1.0%	-12%	-7.2%	7%
CCN(CC)S(=O)(=O)c1cc(C(=O)Nc2nncs2)c(Cl)cc1Cl	-4%	1%	i	0.0%	9%	-1.9%	25%	1.8%	-6%
Cc1ccc(Cl)cc1N1CCN(CC(O)COC(C)C)CC1 (stereo unspecified)	6%	-5%	i	-0.4%	0%	.	-4%	.	.
COc1ccc(CN/C(C)=C(/C#N)C(N)=O)cc1OC	2%	2%	i	0.6%	-2%	3.3%	0%	-12%	3%
Cc1cc(C(=O)NCc2ccco2)c2ccccc2n1	2%	3%	i	-0.6%	-1%	1.6%	2%	-11%	1%
CCOc1ccc(/C=C/C2=NNC(=O)CC2)cc1	7%	-7%	i	-0.1%	6%	1.3%	4%	-0.3%	8%
CC(C)(C)c1ccc(-c2nnc(SCC(=O)O)n2N)cc1	1%	-11%	i	0.3%	6%	7.9%	18%	-0.7%	-9%
CCCCOc1cc(=O)[nH]c(=O)[nH]1	6%	-10%	i	-0.2%	-4%	.	6%	-6.9%	-3%
Nc1nc(SCC(=O)Nc2ncc(C(F)(F)F)cc2Cl)n[nH]1	-5%	5%	i	-0.2%	-3%	-0.4%	1%	-4.8%	-4%
Cc1ccccc1C(=O)OC1OC(=O)C(Cl)=C1Nc1ccc(C(=O)O)cc1 (stereo unspecified)	-3%	1%	i	-0.8%	6%	-1.3%	23%	-3.0%	2%
Cc1ccccc1NC(=O)C(=Cc1ccc(C(=O)O)cc1)C(=O)Nc1ccccc1C	4%	-1%	i	38%	-3%	0.1%	-1%	-7.9%	-9%
CC(C)CC(=O)Nc1nnc(SCC(=O)Nc2ccc3c(c2)OCO3)s1	6%	5%	i	0.1%	4%	0.5%	26%	-2.9%	-7%
CC1(C)C(=O)OC(c2cccs2)C2(CCCCC2)C1=O (stereo unspecified)	3%	1%	i	-0.6%	7%	-1.0%	-8%	-2.7%	-6%
COc1ccc(S(=O)(=O)NC(C(=O)NCCc2ccccn2)C(C)C)cc1 (stereo unspecified)	4%	7%	i	-0.2%	-1%	-0.5%	13%	-7.8%	-10%
Cc1cc(Cl)ccc1OCC(=O)OC(C)C(=O)N(C)C (stereo unspecified)	-3%	-16%	.	.	12%	0.1%	11%	-9.2%	-4%
Cc1cc(=O)[nH]c(=S)[nH]1	5%	5%	i	-0.2%	-2%	-2.5%	-10%	-5.4%	-8%
Cc1ccc(-c2ccc(CCC(=O)O)n2C(C)C)cc1	1%	-1%	i	1.0%	6%	0.1%	14%	-2.8%	9%
CC(=O)Nc1ccc(NC(=O)CN2CCN(c3cccc(C(F)(F)F)c3)CC2)cc1	1%	5%	i	-0.7%	3%	0.1%	4%	-6.6%	7%
Cc1cc(NC(=O)c2cc(C3CC3)on2)n(-c2ccccc2)n1	-8%	-2%	i	-0.1%	2%	-1.8%	-5%	-4.3%	3%
CCN1C(=O)CC(NCc2ccc3c(c2)OCO3)C1=O (stereo unspecified)	2%	8%	i	0.3%	2%	-1.3%	-14%	2.5%	2%
COC(=O)C1CCN(S(=O)(=O)c2ccc(NC(C)=O)cc2)CC1	-1%	0%	i	0.0%	2%	-3.4%	4%	-2.2%	0%
COc1ccc(C(=O)CSc2nc(N)nc(SC)c2C#N)cc1	-6%	-1%	i	-1.0%	-2%	-0.5%	-6%	-16%	-3%
O=C(Oc1ccccc1C(=O)N1CCOCC1)c1ccc(Br)cc1	-7%	-3%	i	0.4%	-5%	-1.9%	4%	-3.7%	-1%
CC12CN3CC(C)(CN(C1)C3c1ccc(Cl)cc1Cl)C2=O (stereo unspecified)	3%	-5%	i	-0.1%	5%	.	5%	2.7%	10%
COc1cc(NC(=O)c2ccc([N+](=O)[O-])cc2)ccc1NC(=O)C(C)C	-3%	-5%	i	-0.4%	-4%	-1.2%	-6%	-4.5%	6%
CC(C)C[C@H](NS(=O)(=O)c1ccc(Br)cc1)C(=O)O	0%	-7%	i	0.3%	-2%	-1.3%	10%	-4.4%	5%
C=C(C)COc1ccc2c(CC)cc(=O)oc2c1	-1%	-11%	i	-0.9%	-1%	1.2%	3%	-2.5%	3%
Cc1onc(-c2c(F)cccc2Cl)c1C(=O)OCC(=O)NC(=O)NCC(C)C	5%	3%	i	-0.5%	0%	-0.3%	-19%	-0.7%	-2%
CCNC(=S)N(CCN(C)C)Cc1cc2cc(OCC)ccc2[nH]c1=O	3%	-4%	i	0.1%	16%	-1.5%	-16%	-5.9%	20%
Cc1cc(C)cc(C(=O)N2CCC(C(N)=O)CC2)c1	-3%	13%	i	0.4%	-3%	2.0%	-10%	-0.5%	-3%
CCOC(=O)c1ccc(NC(=O)c2c(O)c3ccccc3n(C)c2=O)cc1	6%	.	.	.	.	-1.3%	.	-5.6%	-8%
C/C=C(\C)c1nnc(NC(=O)OCC)s1	3%	5%	i	0.7%	-2%	-3.0%	2%	0.0%	13%
O=C(O)COCC(=O)Nc1ccccc1-c1ccccc1	-1%	-2%	i	1.6%	2%	1.1%	-1%	-1.4%	-18%
O=C(Nc1cc(Cl)ccc1Oc1ccccc1)c1ccccc1F	-1%	-8%	i	-0.5%	0%	-4.0%	-14%	-20%	4%
CC(C)CN1C(=O)c2ccc(C(=O)Nc3c[nH]c(=O)[nH]c3=O)cc2C1=O	-2%	5%	i	1.1%	6%	2.5%	-4%	-2.8%	12%
COc1ccc(C2/C(=C(/O)c3ccc(C)cc3)C(=O)C(=O)N2C)cc1 (stereo unspecified)	7%	6%	i	0.1%	10%	-1.4%	31%	0.4%	2%
CCSc1nc(=S)n(CC)c(C)c1C(C)=O	-3%	-9%	i	0.2%	0%	-3.3%	1%	-1.8%	1%
CCc1nc2sc3c(c2c(=O)o1)CCCC3	4%	-17%	.	.	7%	3.7%	19%	-1.3%	-25%
N#C/C(=N\Nc1ccccc1)C(N)=S	-4%	6%	i	-0.4%	7%	.	25%	.	.
Cc1ccc2cc(CN(CC3CCCO3)C(=S)NCc3ccco3)c(=O)[nH]c2c1 (stereo unspecified)	-2%	-7%	i	-0.4%	4%	0.6%	-2%	-3.3%	29%
Cc1ccc(NC(=O)C(=O)NN=C2CCCC2)cc1C	2%	.	i	0.0%	.	-0.8%	.	-1.8%	-7%
CSc1nc(N2CCOCC2)c2sccc2n1	-4%	-4%	i	-0.2%	0%	0.4%	3%	1.0%	15%
Cc1cccc(OCC(=O)N/N=C/CC(C)c2ccccc2)c1C (stereo unspecified)	-3%	3%	i	-0.3%	5%	-2.0%	2%	-11%	5%
COC(=O)c1cccc(NC(=O)CSc2nnc(COc3ccc(C#N)cc3)n2-c2ccccc2)c1	1%	3%	i	-0.9%	11%	-0.2%	4%	-5.8%	19%
COc1ccc(C(=O)NCC(C)(C)SCc2c(C)cc(C)cc2C)cc1	-4%	0%	i	-0.8%	5%	0.8%	5%	0.4%	0%
Other structures follow.
SMILES	SIAH1 antagonists	Salmonella PhoP GFP	Yfh1-off respiration	West Nile virus CPE	P. falciparum M1AAP	ER stress rescue	P. falciparum M17LAP	XIAP displacement	PMI inhibition
COc1ccc2c(c1)[nH]c1c(=O)n(Cc3ccco3)cnc12	7%	-8%	.	.	5%	-1.7%	-3%	-5.7%	21%
COCCN(C(=O)CCc1ccc(OC)cc1)c1nnc(-c2ccncc2)s1	0%	-1%	i	-2.2%	9%	4.5%	-2%	-7.6%	0%
C=CCn1nnnc1-c1cc(Cl)cc(Cl)c1	6%	-10%	i	0.2%	7%	6.4%	3%	-5.3%	-10%
O=C(Cc1csc(NC(=O)c2ccccc2)n1)NO	0%	2%	i	0.1%	?	.	28%	-1.8%	12%
COc1ccc(-n2c(CNC(=O)COc3ccc(Cl)cc3Cl)n[nH]c2=S)cc1	-6%	2%	.	.	-2%	-0.7%	-36%	-2.1%	-2%
CN(C(=O)COC(=O)c1ccc(Cl)cc1N)C1CCCCC1	0%	-1%	i	-0.5%	-4%	-0.5%	-8%	-6.3%	-2%
